Source: PubChem (Small Molecule Screening Facility, UW Madison)
SSB-PriA inh: blocks PriA binding to SSB C-terminal tail. 430,000 compounds, 0.6% hits. inhibition, % at 33 µM. AID 1272365. AlphaScreen SSBct-PriA binding, biotinylated peptide; in the data active means inhibition mostly above about 37%, no sharp cut-off; inactive means mostly below about 20%;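 further: plate controls were negative control peptide for no effect and reference peptide for full effect; strong numbers were not always called active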
Starred values were filed as active, the others as inactive; & = joins results of further samples. Some of the compounds tested; the hit share may differ from the screen's.

SMILES | SSB-PriA inh
CC(C)c1ccc(-c2noc(C3CCN(S(=O)(=O)c4ccc(Cl)cc4)CC3)n2)cc1 | -14
COc1cc(C=NNC(=O)c2ccc(CSc3nncn3C)cc2)ccc1OCC(=O)N1CC(C)OC(C)C1 (configuration not stated) | -15
CC(=O)Nc1nnc(-c2ccc(Cl)cc2)s1 | -13
COc1cc(C(=O)Nc2ccc(N3CCCCC3=O)c(C)c2)c([N+](=O)[O-])cc1OC | 4
COc1ccc(Br)cc1C=NN1C(=O)CSC1=S | 5
COc1ccc(-c2nc(Cn3c(=O)n(C(C)C)c(=O)c4ccccc43)c(C)o2)cc1OC | -18
COC(=O)c1ccc2nc(NC(=O)Cc3ccc(Cl)s3)sc2c1 | -10
NC(=O)c1ccccc1NC(=O)Cc1csc(Nc2ccccn2)n1 | 3
N#Cc1cccnc1OC1CCN(C(=O)Cn2cccn2)CC1 | 0
O=C(Cc1ccc(F)cc1)N1CCN(Cc2nc(-c3ccc(F)cc3)cs2)CC1 | -3
CCCCC(=O)NN=Cc1c(O)n(Cc2ccc(F)cc2)c(=O)[nH]c1=O | -12
Cc1ccc(S(=O)(=O)N2CCC(C(=O)Nc3nc4cc(C)cc(C)c4s3)CC2)cc1 | -5
Cc1ccc(-c2cc(COC(=O)c3cc4ccccc4o3)no2)cc1 | -9
Cc1c(Cl)cccc1S(=O)(=O)NCCc1csc(-n2cccn2)n1 | -15
CN(C)c1ccnc(CNC(=O)C2CCCCC2)n1 | -2
COC(=O)CSc1nc(-c2ccccc2)cc(=O)[nH]1 | -2
COC(CNc1ccc2nnc(CCNC(=O)c3ccccc3)n2n1)OC | -23
COc1ccc(-n2nc3c(c2NC(=O)C(=O)NCC2CCCO2)CSC3)cc1 (configuration not stated) | 10
Cc1cc(OC2CCN(C(=O)c3ccc(Cl)s3)CC2)cc(=O)n1C | -12
Cc1cc(C(N)=NOC(=O)Nc2ccc(Cl)cc2)no1 | -1
COc1cccc2sc(N3CC(C(=O)NCc4ccco4)C3)nc12 | 0
O=C(NCCc1nc2c(c(C(F)(F)F)n1)CCCC2)c1ccc2c(c1)OCO2 | -24
O=C(NCCOc1ccc2nnc(-c3ccccc3Cl)n2n1)c1c(F)cccc1F | -7
COc1cccc(C(CNS(=O)(=O)Cc2cc(F)cc(F)c2)N2CCOCC2)c1 (configuration not stated) | 4
Cc1cc(C)c(C)c(S(=O)(=O)NCCC(=O)N2CC(Oc3nccs3)C2)c1C | -13

Next part
SMILES | SSB-PriA inh
O=C(CCc1csc2nc(-c3ccccc3)cn12)NCc1c(F)cccc1F | 8
CC(C)C(=O)Nc1ccc(S(=O)(=O)NCCc2ccc(N3CCCC3)cc2)cc1 | -4
COC(=O)c1ccc(NC(=O)C(=O)NCCc2csc(-c3ccc(C(F)(F)F)cc3)n2)cc1 | -15
Nc1ccccc1-c1n[nH]c(-c2ccccn2)n1 | 107*
O=C(c1ncccn1)N1CCc2nc3ccc(Cl)cn3c(=O)c2C1 | -8
COc1ccc(C(O)=C2C(=O)C(=O)N(CCCN(C)C)C2c2ccccc2)cc1OC (configuration not stated) | -16
CCn1cc(S(=O)(=O)N2CCS[C@H]2c2ccc(OC)c(Br)c2)nc1C | 2
COc1cccc(-n2ccn3c(-c4ccc(Cl)cc4)nnc3c2=O)c1 | -2
COc1ccc(CNC(=O)N2CCc3nc(NC(=O)c4ccoc4)sc3C2)cc1OC | -8
CCC(Sc1nc2ccsc2c(=O)n1CCc1ccc(OC)c(OC)c1)C(=O)Nc1ccccc1OC (configuration not stated) | -19
O=C(c1ccc(Cn2ccnc2)cc1)N1CCN(C2CCCCC2)CC1 | -1
O=C(NCc1nc2ccccc2[nH]1)c1cc(-n2cccn2)ccn1 | -8
O=C(COc1ccc(Cl)cc1)NCc1nnc(SCC(=O)Nc2nc3ccccc3s2)o1 | -11
O=C(Nc1ccc(-c2nc3ccccc3o2)cc1)c1cc([N+](=O)[O-])ccc1Cl | 2
COc1ccc(C2=NN(C(=O)CSc3nnc(CNC(=O)c4ccco4)n3-c3ccccc3OC)[C@H](c3ccc(F)cc3)C2)cc1 | -11
Cc1ccc(S(=O)(=O)Nc2ccccc2C(=O)N2CCN(c3nc4ccc(Cl)cc4s3)CC2)cc1 | 0
Cc1ccc(C=NN(C)C2=NS(=O)(=O)c3ccccc32)cc1 | -14
COc1ccc2nc(-c3ccc(OC)c(NC(=O)c4ccccc4C)c3)cn2n1 | -9
CCn1nccc1C(=O)NC1CCN(c2cc(C(F)(F)F)nc(C)n2)CC1 | 1
Cc1ccc(C=NNC(=O)c2cc(C)oc2C)o1 | -15
Cc1cc(C)n(CC2CCN(C(=O)Nc3ccc4c(c3)OCO4)CC2)n1 | -6
Oc1ccc(C=NN=C(c2ccccc2)c2ccccc2)c(O)c1O | 18
O=C1CCSCC(C(=O)N2CCN(c3ccccc3O)CC2)N1 (configuration not stated) | 14
O=C(Cc1cccs1)NC1CCC(Oc2ncc(F)cn2)CC1 (configuration not stated) | -12
CCOc1ccc(S(=O)(=O)Nc2ccn3nccc3c2)cc1F | 8

Looked up one by one from the list above (7):
SMILES | SSB-PriA inh
Cc1ccc(C=NNC(=O)c2cc(C)oc2C)o1 | -15
O=C(Cc1cccs1)NC1CCC(Oc2ncc(F)cn2)CC1 (configuration not stated) | -12
COc1ccc(C(O)=C2C(=O)C(=O)N(CCCN(C)C)C2c2ccccc2)cc1OC (configuration not stated) | -16
Nc1ccccc1-c1n[nH]c(-c2ccccn2)n1 | 107*
O=C(CCc1csc2nc(-c3ccccc3)cn12)NCc1c(F)cccc1F | 8
Cc1ccc(C=NN(C)C2=NS(=O)(=O)c3ccccc32)cc1 | -14
COc1ccc(CNC(=O)N2CCc3nc(NC(=O)c4ccoc4)sc3C2)cc1OC | -8

(listing goes on)
SMILES | SSB-PriA inh
CCOC(=O)c1oc2ccccc2c1NC(=O)c1cccc(N2C(=O)CCC2=O)c1 | 4
CN(C)S(=O)(=O)N1CCC(CSc2nccn2C)CC1 | 1
CN(C)S(=O)(=O)N1CCN(c2ccc(-n3cccc3)nn2)CC1 | -11
CSc1ccc(NC(=O)c2ccc(S(=O)(=O)N3CCc4ccccc4C3)cc2)cc1 | -17
Cc1nc2ccccc2c(=O)n1-c1cccc(NC(=O)Cc2ccc(Cl)cc2)c1 | 3
O=S(=O)(Nc1ccc2c(c1)CN(S(=O)(=O)c1ccccc1)CC2)c1ccc2c(c1)OCCO2 | 3&3
COc1ccc(C(CNC(=O)c2ccc(Br)o2)N2CCOCC2)cc1 (configuration not stated) | 5
COc1cc(C(c2c(O)c3ccccc3oc2=O)c2c(C)n(C)n(-c3ccccc3)c2=O)cc(Br)c1O (configuration not stated) | 3
O=C(CSc1nccn1Cc1ccc2c(c1)OCO2)Nc1nc2ccccc2s1 | -6
COC(=O)c1ccccc1NC(=O)CC1CSc2nc(C(C)C)cc(=O)n21 (configuration not stated) | -2
Cc1nc2cc(NC(=O)C3(c4cccs4)CCCC3)ccc2s1 | -7
COc1ccc(OC)c(CNC(=O)c2ccc(-n3nc(C)c(C)c3C)nc2)c1 | -22
O=C(COc1cccc2ccccc12)NCCOc1ccc2nnc(-c3ccccc3)n2n1 | -5
O=C(NCCCn1ccc2cccnc21)c1ccccc1C(F)(F)F | -11
COc1cc(S(=O)(=O)NCc2ccc3c(c2)OCO3)c(C)cc1C | -18
Cc1cc(-c2nnc(NC(=O)COc3ccc(Cl)cc3)o2)n(C)n1 | 2
COc1ccc(C=NNC(=O)c2cccnc2)cc1CN1CCN(c2ccc(F)cc2)CC1 | 5
Cc1ccc(CS(=O)(=O)Cc2ccc(C(=O)NC(C)C)o2)cc1 | -16
CCOC(=O)c1ccccc1N/C=C(/C#N)c1nc(-c2ccc(Cl)c(Cl)c2)cs1 | -6
CCN1CCOc2ccc(NC(=O)COC)cc2C1=O | -11
C[C@@H]1C(=O)O[C@H](C)[C@H]1C[C@@H](O)C(C)(O)C1CC[C@@]2(O)C3=CC(=O)[C@@H]4C[C@@H](O)[C@@H](O)C[C@]4(C)C3CC[C@]12C (some centres not stated) | 7
CCCCCCCCOc1ccc(/C=c2\sc3ncnn3c2=O)cc1OC | -15
CC(=O)Nc1ccc(OC(=O)N2c3ccccc3Sc3ccccc32)cc1 | 2&35
CC(C)N(CC#CCNS(C)(=O)=O)C(C)C | -8
NC(=NOC(=O)c1ccc(F)cc1)c1ccccc1 | -3

Following part.
SMILES | SSB-PriA inh
O=C(Nc1cnn(C2CCOC2)c1)c1ccc2nsnc2c1 (configuration not stated) | 3
CC(NC(=O)C(=O)NN=Cc1ccccc1)c1ccccc1 (configuration not stated) | 9
CC(C)OC(=O)CC1C(=O)NCCN1C(=S)NC(=O)c1cccc(Cl)c1 (configuration not stated) | 4
Cc1c(C(N)=O)sc2nc(-c3ccc(F)cc3)cn12 | -3
CC(=NNC(=O)c1ccccc1C)c1ccc(N2CCOCC2)cc1 | 5
COC(=O)Nc1ccc(S(=O)(=O)NC[C@]2(OC)CCSC2)cc1 | -1
CC(=NNC(=O)c1nn(C)cc1Br)c1cccc(NC(=O)c2ccncc2)c1 | -15
O=C(CN(Cc1ccc(Cl)cc1)S(=O)(=O)c1cccnc1)Nc1ccccc1 | 3
NC(=NOC(=O)C12CC3CC(CC(C3)C1)C2)c1ccccc1 | -25
O=C(NN=Cc1cccnc1)c1ccc(Cl)s1 | -11
Cc1cccc(-n2ccnc2SCC(=O)Nc2cc(C(F)(F)F)ccc2Cl)c1C | 7
CN(C)C(=O)Oc1cccc(NS(=O)(=O)N(C)C)c1 | 15
Cc1nc2c(C)cccn2c1C(O)=C1C(=O)C(=O)N(CCN2CCOCC2)C1c1cccs1 (configuration not stated) | -6
CCn1ccc(C(=O)Nc2ccc(C)cc2C(=O)c2ccccc2)n1 | -1
O=C1CCCCN1c1cccc(NS(=O)(=O)c2ccccc2Cl)c1 | 0
CCOC(=O)c1nn(-c2ccccc2)c(=O)cc1N1CCN(c2ccc(F)c(Cl)c2)CC1 | -15
Cc1cc(OC2CCN(S(=O)(=O)N(C)C)CC2)cc(=O)n1C | -10
O=C(c1cc(C2CC2)on1)N1CCCC(Cc2nc(C3CC3)no2)C1 (configuration not stated) | 0
O=C(O)c1cc(O)c2c(c1)[C@@H]([C@H]1c3cc(C(=O)O)cc(O)c3C(=O)c3c(O[C@@H]4O[C@H](CO)[C@@H](O)[C@H](O)[C@H]4O)cccc31)c1cccc(O[C@@H]3O[C@H](CO)[C@@H](O)[C@H](O)[C@H]3O)c1C2=O | 3
CCn1nc(C)c(S(=O)(=O)N2CCCC(Cc3nc(C4CC4)no3)C2)c1C (configuration not stated) | 2
CCCS(=O)(=O)N1CCCc2cc(NC(=O)CCC3CCCC3)ccc21 | 1
COc1ccc(C(=O)NCCCn2nc(-c3ccco3)ccc2=O)cc1 | -2
COc1ccc(OC)c(Nc2nc(CC(=O)NCCc3c[nH]c4ccccc34)cs2)c1 | 16*
CCOc1ccc(OCCNS(C)(=O)=O)cc1 | -11&3
Cc1ccc(CCCC(=O)Nc2ccc(C(=O)N(C)C)cc2)cc1 | 1

Next part:
SMILES | SSB-PriA inh
CCOC(=O)N1CCC(NS(=O)(=O)CCCOc2cccc3c2OC(C)(C)C3)CC1 | 6
O=C(NCCCn1nc(-c2cccs2)ccc1=O)c1ccc(C(F)(F)F)cc1 | -11
O=C(NCCc1cccs1)c1cc2ccccc2c(=O)s1 | -14
COc1ccccc1OCC#CCNC(=O)c1cccc2ccccc12 | -19
CCOC(=O)C(C#N)=CNc1cc(C(C)(C)C)sc1C(C)=O | -14
CC1=Nc2ccc(C)cc2C1=Cc1c(N)n2c(S(=O)(=O)C(C)C)nsc2nc1=O | 7
COc1ccc(NS(=O)(=O)c2cccc(C(=O)NN=Cc3ccc(O)cc3)c2)cc1 | -8
CCOC(=O)N1CCN(S(=O)(=O)c2ccc(C(=O)N(CCN(C)C)c3nc4c(Cl)cccc4s3)cc2)CC1 | -4
O=C(NN=Cc1cccc([N+](=O)[O-])c1)c1cccc2cc[nH]c12 | -13
C/C(=C/C(=O)O)C(=O)NCc1ccc(C)cc1 | 6
Cc1[nH]n(-c2ccccc2)c(=O)c1C(=O)c1cccc2ccccc12 | -12&-11
CCOc1ccc(C(=O)NCCn2ncccc2=O)cc1OCC | 3
O=C(Nc1nc(-c2ccccn2)cs1)c1ccc(NC(=O)c2cccs2)cc1 | 97*
CS(=O)(=O)c1ccc(NS(=O)(=O)c2cccs2)cc1 | -8
CC(=O)NC1CCCN(O)C(=O)C=C(C)CCOC(=O)C(NC(C)=O)CCCN(O)C(=O)C=C(C)CCOC(=O)C(NC(C)=O)CCCN(O)C(=O)C=C(C)CCOC1=O (configuration not stated) | -7
Cc1cc(Cl)ccc1OCC(=O)N/N=C\c1ccco1 | -28
O=C(Cn1nc2ccc(SC3CCCCC3)nn2c1=O)Nc1ccccc1 | -8
Cc1cccc(-c2nc(CSc3nc4c(oc5ccccc54)c(=O)n3CCC(C)C)c(C)o2)c1 | -16
CCC(CC)C(=O)NCCN1CCn2cc(OCc3ccccc3)c(=O)cc2C1=O | -20
O=C(CSc1nnc2ccc3ccccc3n12)N1CCCCCC1 | -7
COc1cc(OC)c(-c2nnc3n(Cc4ccccc4Cl)c(=O)c4ccccc4n23)cc1OC | -4
Cn1cccc1C=NNC(=O)C12CC3CC(CC(C3)C1)C2 | 6
O=C(NN=Cc1ccc([N+](=O)[O-])o1)c1cn(-c2ccccc2)nc1-c1ccccc1 | 3
COc1ccc(CNC(=O)CC(C)=NNC(=O)C(c2ccccc2)c2ccccc2)cc1 | -5
O=C(NCc1ccsc1)C(=O)Nc1ccc2c(c1)OCCO2 | -9
CC(C)(C)S(=O)(=O)C(C#N)=NNc1ccc(S(C)(=O)=O)cc1 | -25
